Vif-A3F inh = Vif-A3F binding inhibition; HeLa A3F-eYFP + Vif (tagged APOBEC3F with the HIV-1 protein that degrades it), YFP fluorescence increase; 390,000 tested, 0.2% active; Potency, µM (titrated, usually from 46.1 µM), for inactives: at the highest dose activity, negative = active; note: % of control where 0% means no effect; nearly all actives have a fitted effect of over 65% in size
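HeLa cells stably expressing Vif plus C-terminally eYFP-tagged A3F were seeded, incubated overnight at 37 deg C, dosed with compound, incubated overnight again at 37 deg C. Yellow fluorescence (Ex 488/Em 500-530) reported blocked Vif-mediated A3F-eYFP degradation.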
ALOX12 inh = ALOX12 (human) lipoxygenase inhibition; purified 12hLO, xylenol orange hydroperoxide absorbance; Potency, µM (titrated, usually from 108 µM), for inactives: at the highest dose activity change, negative = inhibition, most hits filed as inhibitors; 580,000 tested, 1.1% active; note: % is set by controls: 0 for no effect and ±100 for the full control effect
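Purified human 12hLO at 150 nM in 25 mM Hepes, 0.01% Triton X-100, pH 7.0, preincubated 15 min at room temperature with compound. Reaction started with 40 uM arachidonic acid, 30 min at room temperature. Hydroperoxide measured by Fe-xylenol orange, 573/405 nm absorbance ratio.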
RGS4 inhibitor = inhibitors of human regulator of G protein signaling 4; Transcreener GDP fluorescence polarization, RGS4-accelerated GTP hydrolysis; Potency, µM (top dose mostly 114 µM), without a hit: at the top dose activity change, negative = inhibition, actives largely listed as inhibitors; AID 504845; 390,000 tested, 0.039% active; P49798; note: % is set by controls: 0 for no effect and ±100 for the full control effect; nearly all actives have a fitted effect of over 75% in size; some results filed as inactive show a strong effect at the top dose
Target sequence (P49798 whole entry, looked up): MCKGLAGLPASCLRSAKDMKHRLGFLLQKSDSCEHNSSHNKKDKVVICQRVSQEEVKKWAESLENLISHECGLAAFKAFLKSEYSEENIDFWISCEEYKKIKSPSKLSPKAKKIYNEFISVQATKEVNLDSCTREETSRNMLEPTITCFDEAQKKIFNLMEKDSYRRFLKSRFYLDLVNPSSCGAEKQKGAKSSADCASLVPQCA
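MLSMR compounds (23 nl, pin-transferred) preincubated 10 min at room temperature with a 500nM (2x) first reagent, then RGS4 at 900nM (2x) plus Transcreener GDP mix added; fluorescence polarization (620/688 nm) read before and after 90 min at 30 °C.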
USP1-UAF1 inh = inhibitors of human USP1/UAF1 deubiquitinase; 390,000 tested, 0.23% active; Potency, µM (top dose mostly 57.1 µM), inactives show top-dose activity change, negative = inhibition, usual class: inhibitors; recombinant USP1/UAF1, Ub-Rhodamine cleavage fluorescence; note: % is set by controls: 0 for no effect and ±100 for the full control effect; nearly all actives have a fitted effect of over 60% in size; inactives centre near -12
Target sequence (O94782 whole entry, looked up): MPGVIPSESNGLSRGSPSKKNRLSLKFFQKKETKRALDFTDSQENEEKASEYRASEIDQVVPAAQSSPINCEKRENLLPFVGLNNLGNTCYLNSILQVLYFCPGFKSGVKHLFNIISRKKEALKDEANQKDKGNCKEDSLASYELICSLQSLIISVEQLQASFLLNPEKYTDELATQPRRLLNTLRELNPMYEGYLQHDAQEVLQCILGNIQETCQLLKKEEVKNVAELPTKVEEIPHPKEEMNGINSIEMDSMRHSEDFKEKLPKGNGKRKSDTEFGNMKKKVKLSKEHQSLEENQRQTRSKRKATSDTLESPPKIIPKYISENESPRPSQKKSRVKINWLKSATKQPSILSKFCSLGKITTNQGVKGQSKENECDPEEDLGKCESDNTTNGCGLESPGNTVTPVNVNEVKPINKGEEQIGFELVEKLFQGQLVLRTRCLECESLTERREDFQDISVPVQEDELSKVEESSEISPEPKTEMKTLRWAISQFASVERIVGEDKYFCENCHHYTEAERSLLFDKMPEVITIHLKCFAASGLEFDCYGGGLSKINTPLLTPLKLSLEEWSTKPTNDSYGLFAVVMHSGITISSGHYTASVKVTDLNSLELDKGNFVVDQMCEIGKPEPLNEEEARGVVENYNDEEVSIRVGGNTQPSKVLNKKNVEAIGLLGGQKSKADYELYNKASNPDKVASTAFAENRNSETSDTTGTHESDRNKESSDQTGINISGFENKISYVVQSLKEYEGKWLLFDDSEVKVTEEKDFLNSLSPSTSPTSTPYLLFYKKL
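1 nM enzyme complex + cpd, 15 min RT; start with Ub-Rho 150nM final; kinetic fluorescence ex 480/em 540, 6 reads q60 s. Buffer 50mM HEPES pH 7.8, 0.5mM EDTA, 0.1 mg/ml BSA, 1mM TCEP, 0.01% Tween-20.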
IDH1 R132H inh = blocks human mutant IDH1 R132H enzyme | Potency, µM (doses to about 76.6 µM), for the others: top-dose activity change, negative = inhibition, hits mostly inhibitors | IDH1-R132H enzyme, NADPH consumption, diaphorase/resazurin fluorescence | O75874 | AID 602179 | 390,000 tested, 0.093% active; note: % is set by controls: 0 for no effect and ±100 for the full control effect; nearly all actives have a fitted effect of over 65% in size
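IDH1-R132H (0.5 ug/mL dispensed) in pH 7.5 Tris buffer was preincubated 30 min with compound, then given a substrate mix of 0.016 mM NADPH and 2 mM alpha-KG for 80 min at room temperature; remaining NADPH was read by diaphorase/resazurin fluorescence.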
Vif-APOBEC3G blk = inhibitors of Vif-APOBEC3G interaction. Potency, µM (doses to about 46.1 µM), without a hit: at the highest dose activity, negative = active, most hits filed as inhibitors. HeLa A3G-eYFP + Vif (tagged APOBEC3G with the HIV-1 protein that degrades it), YFP fluorescence, overnight. Q9HC16. 410,000 tested, 0.076% active;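 note: % is set by controls: 0 for no effect and ±100 for the full control effect; nearly all actives have a fitted effect of over 60% in size; hits raise eYFP signal because A3G escapes Vif-driven loss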
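Read-out is eYFP fluorescence (Ex 488/Em 500-530) from Vif-expressing HeLa A3G-eYFP cells; more signal means A3G escaped Vif-mediated degradation. Cells plated overnight, compound pinned in, incubated overnight at 37 deg C.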
TrxR1 substrate = is turned over as a substrate by rat TrxR1; O89049; purified TrxR1 substrate turnover, NADPH consumption readout; Potency, µM (highest dose often 114 µM), inactives show at the highest dose activity change, negative = substrate turnover; 390,000 tested, 0.01% active; AID 588456; note: % is set by controls: 0 for no effect and ±100 for the full control effect; nearly all actives have a fitted effect of over 50% in size
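Rat TrxR1, dispensed at 90 nM, was prereduced with 400 uM NADPH (final) for 5 min at ~22 deg C, then incubated with compound 15 min before 400 uM selenite. A first-read NADPH fluorescence drop versus no-compound background flagged substrates.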
RXFP1 ag = activates the human relaxin receptor RXFP1. 370,000 tested, 0.3% active. Potency, µM (highest dose often 57.5 µM), inactives show top-dose activation, hits mostly activators. Q9HBX9. HEK293T-RXFP1 cAMP TR-FRET, 30 min; response scale: percent of porcine relaxin response, buffer zero; note: % is set by controls: 0 for no effect and ±100 for the full control effect; nearly all actives have a fitted effect of over 60% in size; many of its hits are not listed in these tables
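Agonist response is measured as cAMP accumulation in an RXFP1-transfected HEK293T line under PDE4 inhibition. Values are scaled between buffer-only and 29 nM porcine relaxin, and EC50s come from standard Hill equation fits.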
rTrxR1 inhibitor = blocks rat thioredoxin reductase 1; O89049; recombinant rTrxR1, NADPH fluorescence consumption, selenite substrate; Potency, µM (highest dose often 114 µM), inactives show at the highest dose activity change, negative = inhibition, most hits filed as inhibitors; 390,000 tested, 1% active; AID 588453; note: % is set by controls: 0 for no effect and ±100 for the full control effect; nearly all actives have a fitted effect of over 65% in size
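Rat TrxR1 (90 nM in the dispensed reagent) was pre-reduced with 400 uM NADPH for 5 min at room temperature, then incubated with compound for 15 min. After 400 uM selenite was added, NADPH fluorescence (Ex 340/Em 450 nm) was followed for 8 min.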
The depositor's hits bear a star; ? = inconclusive; nt = no result given; & = joins results of further samples; [ ] = another dose, or the depositor's remark. Calls come from the whole dose curve; as a rule, active = well fitted curve in the direction sought with a large enough effect; inconclusive = small, poorly fitted or top-dose-only effect, or another doubt; inactive = no such curve, though single readings can be large; an effect the other way counts as inactive or inconclusive. Potency is the fitted concentration of half-maximal effect. Some of the compounds tested. The share of hits here may be higher or lower than overall.

SMILES	Vif-A3F inh	ALOX12 inh	RGS4 inhibitor	USP1-UAF1 inh	IDH1 R132H inh	Vif-APOBEC3G blk	TrxR1 substrate	RXFP1 ag	rTrxR1 inhibitor
COc1ccc(NC(=O)Cn2nnc(-c3ccccc3NS(=O)(=O)c3ccccc3)n2)cc1	4%	nt	-9%	-20%	11%	-5%	-5%	-0.5%	-6%
Cn1cnnc1SCC(=O)NC1CCCC1	0%	52%[activator]	31%	-29%	-12%	-17%	-4%	0.3%	12%
COc1ccc(S(=O)(=O)NCCc2sc3nc(-c4ccc(C)cc4)nn3c2C)cc1C	7%	-2%	4%	-16%	-1%	13%	-5%[57.1 µM]	0.0%	11%[57.1 µM]
CC(C)Oc1cccc(C(=O)C2CCCN(C(=O)c3cncs3)C2)c1 (configuration not stated)	7%	-14%	-9%[56.9 µM]	0%	-19%	0%	0%[57.1 µM]	-0.5%	5%[57.1 µM]
COc1ccc(NC(=O)CN2CCCN(Cc3ccccc3)S2(=O)=O)cc1	4%	?	17%	-4%	-9%	4%	6%	3.3%	24%
O=C(CCN1CCN(c2ccc(Cl)cc2)CC1)Nc1ccccc1F	2%	0%	-26%	-4%	6%	1%	15%[57.1 µM]	-0.2%	24%[57.1 µM]
CCC(C)NC(=O)Cn1cnc2sc(C)c(S(=O)(=O)N3CCCCC3)c2c1=O (configuration not stated)	-9%	11%	-34%	-15%	0%	-1%	4%[0.0914 µM]	2.4%	18%[57.1 µM]
COc1cccc(OC)c1C(=O)Nc1cccc(-n2cnnn2)c1	7%	3%	-19%	-19%	-1%	-5%	-3%	1.6%	2%
CC1CCCCC1NC(=O)c1nn(C)c2c1CS(=O)(=O)c1ccccc1-2 (configuration not stated)	0%	-11%	-12%[56.9 µM]	-21%	-3%	0%	-4%	-1.5%	19%
O=C(NCc1nnc(SCc2ccccc2)n1-c1ccc(F)cc1)C12CC3CC(CC(C3)C1)C2	1%	-17%	-9%	-15%	4%	3%	-9%	0.2%	0%
O=C(NNc1nc2ccccc2s1)Nc1ccccc1	4%	-19%	-2%	-5%	-5%	0%	-3%[57.1 µM]	5.1%	11%[57.1 µM]
O=C(NCC1CCN(S(=O)(=O)c2ccccc2)CC1)Nc1ccc(F)cc1F	19%	-1%	20%	-14%	0%	4%	-1%	3.5%	17%
COc1ccccc1CNCc1cc(=O)oc2c(C)c(C)ccc12	0%	-19%	16%	-17%	1%	-11%	-5%	0.3%	-7%
COc1ccc(NC(=O)CN(c2cc(C)cc(C)c2)S(=O)(=O)c2c(C)n[nH]c2C)cc1	-10%	5%	?	-6%	6%	1%	-2%	0.0%	11%
Cc1cc2c(cc1NC(=O)c1ccccc1C)n(C)c(=O)c(=O)n2C	-8%	?	-2%	?	65%[activator]	1%	-4%[57.1 µM]	9.6%	-1%[57.1 µM]
CN(C)c1ccc(Sc2ccc3nc(N)nc(N)c3c2)cc1	6%	?	nt	-14%	0%	-18%	nt	nt	nt
CCN(CC)S(=O)(=O)c1cccc(-c2n[nH]c(=S)n2Cc2ccccc2)c1	3%	?	-13%	-16%	-4%	3%	6%	6.2%	-2%
CN(C(=O)COC(=O)c1cc(=O)[nH]c2ccccc12)c1c(N)n(Cc2ccccc2)c(=O)[nH]c1=O	8%	7%	-6%	-22%	0%	1%	7%	2.6%	10%
COc1cccc(C(=O)c2c[nH]c(C(=O)NCc3cccs3)c2)c1	-15%	0%	-2%	-6%	3%	1%	2%	4.1%	6%
Cc1ccccc1OC(=O)c1cc(-c2ccc3c(c2)OCCO3)on1	0%	-2%	15%	-13%	-6%	0%	-2%	0.1%	9%
CCOC(=O)c1ccccc1NS(=O)(=O)c1cnn(CC)c1C	5%	3%	17%	-10%	2%	5%	-2%	3.4%	0%
NS(=O)(=O)c1ccc(CNC(=S)NC2CCCC2)cc1	13%	1%	9%	-7%	8%	1%	9%[57.1 µM]	-0.5%	17%[57.1 µM]
O=[N+]([O-])c1cccnc1N1CCN(c2ccc(F)cc2)CC1	0%	-6%	-26%	-18%	2%	0%	-4%[57.1 µM]	1.7%	7%[57.1 µM]
N#CC(NC(=O)OCc1ccccc1)c1ccccc1 (configuration not stated)	-3%	17%	6%	-25%	-10%	-1%	-5%	-0.4%	19%[57.1 µM]

Sorted by number of heavy atoms (rising): 7 of the compounds above.
SMILES	Vif-A3F inh	ALOX12 inh	RGS4 inhibitor	USP1-UAF1 inh	IDH1 R132H inh	Vif-APOBEC3G blk	TrxR1 substrate	RXFP1 ag	rTrxR1 inhibitor
N#CC(NC(=O)OCc1ccccc1)c1ccccc1 (configuration not stated)	-3%	17%	6%	-25%	-10%	-1%	-5%	-0.4%	19%[57.1 µM]
O=[N+]([O-])c1cccnc1N1CCN(c2ccc(F)cc2)CC1	0%	-6%	-26%	-18%	2%	0%	-4%[57.1 µM]	1.7%	7%[57.1 µM]
CCOC(=O)c1ccccc1NS(=O)(=O)c1cnn(CC)c1C	5%	3%	17%	-10%	2%	5%	-2%	3.4%	0%
COc1cccc(C(=O)c2c[nH]c(C(=O)NCc3cccs3)c2)c1	-15%	0%	-2%	-6%	3%	1%	2%	4.1%	6%
CCN(CC)S(=O)(=O)c1cccc(-c2n[nH]c(=S)n2Cc2ccccc2)c1	3%	?	-13%	-16%	-4%	3%	6%	6.2%	-2%
COc1ccc(NC(=O)CN(c2cc(C)cc(C)c2)S(=O)(=O)c2c(C)n[nH]c2C)cc1	-10%	5%	?	-6%	6%	1%	-2%	0.0%	11%
CN(C(=O)COC(=O)c1cc(=O)[nH]c2ccccc12)c1c(N)n(Cc2ccccc2)c(=O)[nH]c1=O	8%	7%	-6%	-22%	0%	1%	7%	2.6%	10%

(further entries)
SMILES	Vif-A3F inh	ALOX12 inh	RGS4 inhibitor	USP1-UAF1 inh	IDH1 R132H inh	Vif-APOBEC3G blk	TrxR1 substrate	RXFP1 ag	rTrxR1 inhibitor
Cc1ccc(-c2ccc(=O)n(CC(=O)NCc3ccc(F)cc3)n2)cc1	3%&0%	?	?	-30%&-22%	-3%&13%	-5%&-1%	11%	-0.9%&-0.7%	22%
Cc1[nH][nH]c(=O)c1C(c1ccc(-c2ccc(Cl)c(Cl)c2)o1)c1c(C)[nH][nH]c1=O	0%	?	?	?	?	?	-17%	-1.1%	-19%
Cc1cc(Cn2ccnc2)c(C)c([N+](=O)[O-])c1Cn1ccnc1	?	5%	7%	-5%	11%	3%	-3%	2.5%	10%
CCOCCCn1c(=NC(=O)c2cccs2)c(C#N)cc2c(=O)n3ccccc3nc21	-3%	366%[activator]	6%	7%	3%	-19%	109%	-0.4%	10%[57.1 µM]
Cc1ccc(S(=O)(=O)N2CCN(C)CC2)cc1C(=O)NC1CCCCC1	-26%	0%	14%	4%	6%	2%	3%	1.5%	21%
Cc1cccc(Cn2cc(C(=O)Nc3ccc(F)c(C(F)(F)F)c3)ccc2=O)c1	-3%	-4%	-26%	?	-17%	4%	-6%[57.1 µM]	3.9%	0%[57.1 µM]
Cc1c(Cl)cccc1NC(=O)CC(Cc1ccccc1)C(=O)O (configuration not stated)	9%	14%	-18%	-20%	4%	0%	-15%[57.1 µM]	0.8%	22%[57.1 µM]
CCN(CC)S(=O)(=O)c1ccc(N2CCN(S(=O)(=O)c3ccccc3C#N)CC2)nc1	-10%	0%	11%	-11%	6%	2%	-7%[57.1 µM]	-0.6%	4%[57.1 µM]
O=C(CCc1c[nH]c2ccccc12)Nc1ncccc1O	-8%	11%	-3%	-28%	-1%	-9%	3%	4.0%	18%
COc1ccc(-c2nc(CS(=O)(=O)CC(=O)NCCCN3CCOCC3)c(C)o2)cc1	1%	6%&-6%	9%	-8%	-8%	-1%	7%	2.2%	3%
CCN(CC)Cc1c(C(=O)N/N=C/c2ccc(OCc3ccccc3C)cc2)nnn1-c1nonc1N	-4%	4%	9%	-19%	-1%	3%	-5%	-2.2%	15%
CCOc1ccc(NC(=O)CN2CCN(CC(=O)Nc3ccc(OC)cc3OC)CC2)cc1	-2%	11%	-17%[56.9 µM]	-6%	9%	-10%	-8%	-0.8%	?
CC(=O)C1=C(c2ccc(Cl)c(Cl)c2)N(C(C)=O)n2cnnc2S1	1%	-27%	-38%	?	45µM*	3%	6%[57.1 µM]	3.9%	?
CCOC(=O)N1CCN(S(=O)(=O)c2ccc(NC(C)=O)cc2)CC1	-2%	0%	16%	-10%	-4%	0%	2%	-1.6%	31%

Screening data deposited in PubChem by National Center for Advancing Translational Sciences (NCATS).
